Screens (PubChem)
FEN1 inh – qHTS Assay for the Inhibitors of Human Flap endonuclease 1 (FEN1); Recombinant FEN1 flap cleavage, fluorescence, 15 min; Potency, µM (top dose mostly 114 µM), for the others: top-dose activity change, negative = inhibition, hits mostly inhibitors; hit rate 0.35% among 390,000; AID 588795, 2011; also: nearly all actives have a fitted effect of over 65% in size
Target sequence (P39748 whole entry, looked up): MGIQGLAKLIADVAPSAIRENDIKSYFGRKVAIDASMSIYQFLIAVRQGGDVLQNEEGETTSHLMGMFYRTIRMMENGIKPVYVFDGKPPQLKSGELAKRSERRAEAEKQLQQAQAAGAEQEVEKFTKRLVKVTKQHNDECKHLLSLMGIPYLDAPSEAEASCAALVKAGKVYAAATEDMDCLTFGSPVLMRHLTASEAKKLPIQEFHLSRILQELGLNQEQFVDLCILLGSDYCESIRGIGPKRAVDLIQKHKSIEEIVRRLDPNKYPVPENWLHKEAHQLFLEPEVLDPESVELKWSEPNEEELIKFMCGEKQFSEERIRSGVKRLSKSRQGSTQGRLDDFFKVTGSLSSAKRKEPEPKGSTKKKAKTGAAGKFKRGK
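Reaction started by adding substrate (50 nM final) to 10 nM enzyme after 15 min room-temperature compound preincubation. Reads at 0 and 15 min, with data normalized and fitted to a four-parameter Hill equation.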
N370S GC – qHTS Assay for Inhibitors and Activators of N370S glucocerebrosidase as a Potential Chaperone Treatment of Gaucher Disease; Potency, µM (titrated, usually from 59.4 µM), inactives show top-dose activity change, negative = inhibition, usual class: inhibitors; Lysosomal acid glucosylceramidase (Homo sapiens), P04062; N370S GC spleen homogenate, 4MU-glucoside fluorescence; hit rate 0.092% among 330,000;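 also: 0% = full enzyme activity and -100% = no enzyme basal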
KAT2A inh – qHTS Assay for Inhibitors of GCN5L2; Potency, µM (doses to about 58.9 µM), for the others: at the highest dose activity change, negative = inhibition, usual class: inhibitors; Histone acetyltransferase KAT2A (Homo sapiens), Q92830; AID 504327, 2011; GCN5L2 HAT assay, ThioGlo1 CoA-SH fluorescence; hit rate 0.21% among 390,000
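qHTS, 1536-well. 20nM enzyme, pH 7.5 HEPES/EDTA/Tween-20 buffer; 15 min compound preinc., RT. Start: 75uM H3(1-25), 70uM AcCoA, 50uM ThioGlo1. Read Ex340/Em540 at t=0 (autofluorescence flag) and t=20 min.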
* = called active by the depositor; ? = inconclusive; · = no result given; & = joins results of further samples; [ ] = remark or other dose. Calls follow the shape of the dose curve; as a rule, active = well fitted curve in the direction sought with a large enough effect; inconclusive = small, poorly fitted or top-dose-only effect, or another doubt; inactive = no such curve, though single readings can be large; an effect the other way counts as inactive or inconclusive. Unless noted, % is scaled to controls: 0 for no effect and ±100 for the full control effect; potency is read from the fitted curve at half-maximal effect.

SMILES | FEN1 inh | N370S GC | KAT2A inh
CCc1cccc(OCC(=O)N(C)CC(=O)Nc2cccc(F)c2)c1 | -10% | -1% | ?
O=C(CCc1ccc(O)c(O)c1)NNC(=S)NCCc1ccccc1 | -5% | 8% | 2%
CC(=O)N1CCc2cc(S(=O)(=O)NC(CC(C)C)C(=O)N3CCCC3)ccc21 (centres undefined) | 0% | 5% | -6%
Clc1ccc(-n2ncc3c(NCC4CCCO4)ncnc32)cc1 (centres undefined) | -17% | 6% | 2%
CC(C)Cc1ccc(C(C)C(=O)OCC(=O)c2c[nH]c3ccccc23)cc1 (centres undefined) | ? | ? | -15%
COc1cccc(NC(=S)N(CCC(C)C)C2CCN(C(C)=O)CC2)c1 | -10% | -9% | 4%
COc1ccccc1N1CCN(C(=O)CSc2nc(C)c(C)c(=O)[nH]2)CC1 | 0% | -1% | 0%
Cc1cccc(Nc2ccncc2S(=O)(=O)NC(=O)NC(C)C)c1 | -4% | 18% | -5%
CCOc1cc(/C=N\NC(=O)c2ccc(C)nc2)ccc1OC(=O)c1ccc(F)cc1 | -1% | -2% | 1%
COc1ccc(S(=O)(=O)NCc2cn3c(C)csc3n2)cc1F | 21% | -5% | -18%
O=C(CN1CCN(C(=O)c2ccc(-c3nc4ccccc4s3)o2)CC1)Nc1ccccc1Cl | -24% | -22% | -3%
Cc1cc(=O)oc2cc(OCC(=O)OCC(=O)Nc3ccc(C(N)=O)cc3)ccc12 | -19% | -7% | 2%
COc1cccc(NC(=O)CCC(=O)NCc2ccco2)c1 | -2% | 17% | 11%
CCc1ccc(-n2c(Cn3nc(C(F)(F)F)cc3C)n[nH]c2=S)cc1 | -7% | 3% | -1%
CCOC(=O)c1nn(-c2ccc(Br)cc2)cc1C(=O)c1cccc2ccccc12 | -1% | 8% | -14%
C/C(=N\O)c1ccc(N2C(=O)C3CC=C(Cl)CC3C2=O)cc1 (centres undefined) | -13% | 3% | 3%
COc1ccc(C)cc1NC(=O)C(Sc1ccccc1)c1ccccc1 (centres undefined) | · | 27% | -7%
COc1ccc(C2CC(=O)Oc3c(C(CCN4CCOCC4)c4ccc5c(c4)OCO5)c(OC)cc(OC)c32)cc1 (centres undefined) | -20% | ? | ·
CCCC(=O)Oc1ccccc1C1SCc2cc(C)c(C)cc2CS1 | 2% | 9% | -2%
CC(C)N(Cc1ccccc1)C(=O)Cn1ncc2c([nH]c3ccccc32)c1=O | 5% | · | -7%
CCOc1ccccc1/C=C(\C(=O)O)c1ccc(S(=O)(=O)N2CCCCC2)s1 | 14% | · | -22%
Cc1ccc(NC(=O)COC(=O)Cc2ccsc2)cc1S(=O)(=O)N1CCOCC1 | 3% | -7% | 1%
COc1ccc(OC)c(Nc2nc(-c3sc(C)nc3C)cs2)c1 | ? | 12% | -16%
CCC(O)c1ccccc1 (centres undefined) | · | -5%&-1% | -4%&0%&5%
CCCOC(=O)NC1C(NC(=O)OCCC)N(C)C(=O)N1C (centres undefined) | 11% | -12% | 1%

2 of the compounds above, with two lines to a compound:
Values run as follows: FEN1 inh	N370S GC	KAT2A inh
CCC(O)c1ccccc1 (centres undefined)
 : ·	-5%&-1%	-4%&0%&5%
COc1ccc(C)cc1NC(=O)C(Sc1ccccc1)c1ccccc1 (centres undefined)
 : ·	27%	-7%

Additional results follow:
SMILES | FEN1 inh | N370S GC | KAT2A inh
COc1ccccc1N1CCN(CC(=O)c2c(C)[nH]c3ccccc23)CC1 | -7% | -2% | -3%
O=C(NCCc1ccccc1)c1ccc(CSc2nc3cccnc3n2Cc2ccccc2)cc1 | 0% | · | -3%
O=S(=O)(CCN1CCN(c2ccccc2O)CC1)c1cc(Cl)ccc1Cl | 0% | -26% | -6%
O=C(CSc1ccc(-c2cccs2)nn1)NCc1ccccc1Cl | · | 13% | 20%
O=C1CC(N2CCOCC2)C(=O)N1CCc1ccccc1 (centres undefined) | -6% | 1% | 3%
CCOc1cc(/C=C2/COc3ccccc3C2=O)ccc1OCC(=O)N(C)C | -12% | -1% | -7%
COn1c(C)c(C(C)=O)c2c3nonc3ccc21 | 4% | 1% | -1%
O=C(COC(=O)CCCNC(=O)c1ccc(Cl)cc1)Nc1cc(Cl)c(Cl)cc1Cl | 12% | 4% | -6%
CCN(CC)c1nc2ccccc2nc1C(=O)Nc1cc(OC)c(OC)c(OC)c1 | -4% | · | -14%
COC(=O)c1ccccc1NC(=O)c1ccc2nc(CCc3ccccc3)oc2c1 | 6% | · | 1%
O=C(COC(=O)c1ccc(O)cc1)NC1CCCCCC1 | -12% | · | -2%
COc1ccc(C(=O)Nc2nc3ccccc3[nH]2)cc1S(=O)(=O)N1CCOCC1 | 16% | -18% | -12%
CC(=O)c1cccc(NC(=O)CN(C)S(=O)(=O)c2ccc3c(c2)CCC(=O)N3)c1 | 2% | -4% | ?
O=C(N/C(=C/c1cccnc1)C(=O)N1CCCCCC1)c1ccccc1 | -8% | -6% | 0%
COC(=O)C1=C(C)NC(C)=C(C(=O)OC)C1/C=C/c1ccccc1 | 1% | 18% | -7%
CC1CCCCN1c1cc2c(cc1F)c(=O)c(S(=O)(=O)c1ccccc1)cn2Cc1ccccc1 (centres undefined) | 2% | · | -5%
Cc1ccc(C)c(N(CC(=O)NC2CCCC2)C(=O)CCC(=O)Nc2nccs2)c1 | 2% | -13% | 2%
COc1cccc(/C=C/c2ccncc2)c1OC | -8% | -1% | 0%
N#CC1(NC(=O)CN2CCN(S(=O)(=O)c3ccccc3F)CC2)CCCC1 | 16% | 0% | -6%
Cc1ccccc1CS(=O)(=O)Cc1ccc(C(=O)NCCc2ccccc2)o1 | -5%&5% | -7% | -5%&-1%
CC1CC(C)CN(S(=O)(=O)c2ccc(C(=O)N3CCCC3)cc2)C1 (centres undefined) | -1% | -11% | 0%
Cc1onc(-c2ccccc2)c1C(=O)Nc1sc2c(c1C(N)=O)CCC2 | ? | 14% | -7%
O=C(Nc1ccccc1)C1CCCN(S(=O)(=O)c2ccc(-n3cnnn3)cc2)C1 (centres undefined) | 4% | 4% | -6%
CC(C)c1cc(C(=O)N2CCCC(Nc3ccc(F)cc3)C2)nc(N)n1 (centres undefined) | -9% | -4% | -8%
COc1ccc(-c2coc3c2c(C)cc2oc(=O)c(C)c(C)c23)cc1 | 2% | · | 0%
Remaining list, next part:
SMILES | FEN1 inh | N370S GC | KAT2A inh
COc1ccc(NC(=O)CSc2nc3c(cc2C#N)CN(C)CC3)cc1 | -21% | -24% | ·
Cc1nc(-c2ccccc2)sc1C(=O)CSc1ccc(Cl)cc1 | 1% | -18% | 1%
COc1ccc(CC(=O)OCC(=O)c2c(N)n(C)c(=O)n(C)c2=O)cc1OC | 3% | · | -12%
Cc1noc(C)c1S(=O)(=O)N1CCN(c2ccc([N+](=O)[O-])cc2)CC1 | 4% | -5% | -5%
Cc1cccc(CCNC(=O)CN(C)S(=O)(=O)c2ccc3c(c2)c(=O)n(C)c(=O)n3C)c1 | 1% | -3% | -6%
O=C(CSCc1ccc(F)cc1)NC1CCCC1 | -5% | 5% | -4%
Cc1nc2ccccc2c(=O)n1/N=C/c1ccco1 | 14% | 1% | -6%
COc1ccc(NC(=O)CN(C)CC(=O)Nc2ccccc2SC)cc1 | -1% | 5% | 23%
NS(=O)(=O)c1ccc(NC(=O)COC(=O)Cc2c[nH]c3ccccc23)cc1 | -5% | · | -2%
COc1ccc(OC)c(NC(=O)CNC(=O)Cn2ccc3ccccc3c2=O)c1 | -1% | 5% | -4%
COC(=O)C(OC(=O)c1ccccc1)C(C)Br (centres undefined) | 11% | · | ?
O=C(NCC(=O)N1CCN(C(=O)c2ccccc2)CC1)c1ccc(Cl)cc1Cl | 9% | · | 1%
Cn1c(SCC(=O)NCC2CCCO2)nnc1-c1ccco1 (centres undefined) | -15% | · | -3%
CCc1ccc(OCC(=O)OC(C)C(=O)Nc2ccc(Cl)cn2)cc1 (centres undefined) | 1% | · | -8%
COc1ccc(CCN(CC(=O)NC(C)(C)C)C(=O)Cn2nnc(-c3ccc(C)o3)n2)cc1OC | 1% | 0% | -8%
Nc1nnc(CSCc2ccccc2)s1 | 3% | 5% | -9%
COC(=O)CSc1nnc(CNC(=O)c2ccco2)n1-c1ccc(F)cc1 | 1% | 5% | -3%
Cc1nc2ccc(NC(=S)N3CCN(c4ccccn4)CC3)cc2nc1C | 3% | -18% | -21%
CC(=O)N1c2ccc(S(=O)(=O)NCCc3ccccc3)cc2CC1C (centres undefined) | -7% | 14% | -9%
O=S(=O)(NCC(O)COCc1ccco1)c1cccs1 (centres undefined) | 2% | -7% | -10%
CCN1CCCC1CNC(=O)c1cc2ccc(OC)cc2[nH]1 (centres undefined) | 13% | -5% | -5%
CCOCCCNC(=O)CN1C(=O)COc2ccc(S(=O)(=O)N3CCCCCC3)cc21 | 5%&-16% | -5% | -3%&-5%
CCCn1c2ccccc2c2cnn(CC(=O)Nc3ccc(C)cc3Br)c(=O)c21 | -1% | · | -11%
COc1ccc(CC(=O)Nc2ccc3c(C)cc(=O)oc3c2)cc1OC | -9% | 3% | -3%
COc1ccc(OCC(O)CN2CCN(c3ccccc3)CC2)cc1 (centres undefined) | 18% | 12% | -9%
(cont.)
SMILES | FEN1 inh | N370S GC | KAT2A inh
O=C(O)CC(Cc1ccc(Br)cc1)C(=O)Nc1ccccc1 (centres undefined) | 0% | -2% | -1%
COc1ccc2[nH]c(C)c(CCNS(=O)(=O)c3cc(F)ccc3OC)c2c1 | 14% | · | -10%
CCc1ccc(NC(=O)CC2C(=O)NCCN2C(=O)c2ccccc2OC)cc1 (centres undefined) | -1%&14% | -7% | -1%&-5%
C/C(=N/NC(=O)c1sc(NS(=O)(=O)c2ccccc2)nc1C)c1ccccc1 | 14% | 13% | -7%
CC(=O)N1CCSc2ccc(S(=O)(=O)NCCc3ccc(C)cc3)cc21 | 3% | 6% | -29%
CCCN1CCN(CCCNC(=O)CN2C(=O)C(CC)Oc3ccccc32)CC1 (centres undefined) | 21% | -4% | -3%
Cc1ccc(CN2CCN(CCCn3cccn3)CC2CCO)cc1 (centres undefined) | 2% | -16% | -26%
COc1ccccc1C1CC(=O)Oc2cc(C)c(Cl)cc21 (centres undefined) | -5% | 18%[89.1 µM] | -12%
Cc1ccc(C=Nc2cccnc2N)cc1 | -11% | 0% | -1%
O=C1CC2(CCN(C(=O)C(=O)c3c[nH]c4ccccc34)CC2)Oc2ccccc21 | 11% | -8% | -4%
C/C(=N\OCc1ccccc1)c1c(O)cc(C(C)C)n(-c2ccccc2)c1=O | -8% | 3% | 1%
Cc1ccc2c(c1)c1c(c(=O)n(-c3cccc(Cl)c3)c(=O)n1CC(=O)c1ccc(Cl)cc1)n2C | 49% | · | -4%
Cc1occc1C(=O)NC(C)C1CCCO1 (centres undefined) | 13% | 0% | -6%
COc1ccc(C2=Nn3c(nnc3-c3ccccc3Cl)SC2)cc1OC1CCCC1 | -20% | · | -19%
COc1ccc(-c2cc(C(C)=O)c(C)n2CCC(=O)Nc2cc(Cl)ccc2C)cc1 | 10% | · | -5%
CC1CCCC(C)N1CC(C)(C)NS(=O)(=O)c1ccc(Cl)cc1 (centres undefined) | -18% | 13% | 4%
CC1CC(C)CN(CCCNC(=O)CCNC(=O)Cn2cnc3ccccc3c2=O)C1 (centres undefined) | 1% | -11% | 2%
N#Cc1c(Cl)nc2c(c1C#N)CCCC2 | 5% | -2% | -5%
COc1ccc(C(=O)c2coc3ccc(O)c(CN(C)C)c23)cc1 | 0% | 0% | -5%
COc1ccccc1CCNC(=O)C1CCN(c2nnc(-n3cccc3CNc3ccc(C)cc3)s2)CC1 | 10% | · | -11%

Among those listed so far, these have two or more sulfur atoms.
SMILES | FEN1 inh | N370S GC | KAT2A inh
COc1ccc(S(=O)(=O)NCc2cn3c(C)csc3n2)cc1F | 21% | -5% | -18%
CCCC(=O)Oc1ccccc1C1SCc2cc(C)c(C)cc2CS1 | 2% | 9% | -2%
CCOc1ccccc1/C=C(\C(=O)O)c1ccc(S(=O)(=O)N2CCCCC2)s1 | 14% | · | -22%
Cc1ccc(NC(=O)COC(=O)Cc2ccsc2)cc1S(=O)(=O)N1CCOCC1 | 3% | -7% | 1%
COc1ccc(OC)c(Nc2nc(-c3sc(C)nc3C)cs2)c1 | ? | 12% | -16%
O=C(CSc1ccc(-c2cccs2)nn1)NCc1ccccc1Cl | · | 13% | 20%
Cc1nc(-c2ccccc2)sc1C(=O)CSc1ccc(Cl)cc1 | 1% | -18% | 1%
Nc1nnc(CSCc2ccccc2)s1 | 3% | 5% | -9%
O=S(=O)(NCC(O)COCc1ccco1)c1cccs1 (centres undefined) | 2% | -7% | -10%
C/C(=N/NC(=O)c1sc(NS(=O)(=O)c2ccccc2)nc1C)c1ccccc1 | 14% | 13% | -7%
CC(=O)N1CCSc2ccc(S(=O)(=O)NCCc3ccc(C)cc3)cc21 | 3% | 6% | -29%
